Compound activity from PubChem BioAssay.
GRIN3A LBD mod – binders of NR3A ligand-binding domain, primary screen, biophysical, differential scanning fluorimetry, uHTS. Glutamate receptor ionotropic, NMDA 3A (GRIN3A) ligand-binding domain. NR3A LBD differential scanning fluorimetry, Tm shift; 0% = protein alone, 100% = glycine-bound protein. Tm shift relative to glycine control, % at 25 µM. actives 2.5% (n = 340,000);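 active means melting temperature shift of at least 10% of the positive control shift, at one fixed dose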
NALP3 yeast inh – NALP3 inflammasome inhibitors in reconstituted yeast, primary screen, luminescence, uHTS | Yeast reconstituted NLRP3/ASC/caspase-1, beta-gal luminescence, 24 h | inhibition, % at 10 µM | actives 0.39% (n = 330,000) | AID 2825, 2010;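 active means inhibition of 50% or more; inactive means inhibition below 50%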;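 further: plate controls were induced DMSO wells for no effect and uninduced yeast grown without galactose for full effect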
MIN6 prolif – inducers of MIN6 beta-cell proliferation, primary screen, ATP luminescence, uHTS | MIN6 cells proliferation, ATPlite luminescence, 48 h; cells starved in 0.2% serum; 100% = growth in 10% serum | actives 0.29% (n = 330,000) | proliferation, % at 10 µM;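 active means compounds whose signal lies at least 3.5 SD above the mean of all wells on their plate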;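 further: 0% = DMSO-treated cells in low-serum medium and 100% = 10% serum control; some compounds called inactive have numbers as strong as hits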
tim10-1 inh – growth inhibitors of tim10-1 mutant yeast, primary screen, luminescence, uHTS | S. cerevisiae tim10-1 ts strain growth, BacTiter-Glo, 24 h | inhibition, % at 20 µM | actives 2.2% (n = 330,000) | AID 463190, 2010;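 active means inhibition of at least 40%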;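 further: mutant grown at 25 °C; 0% = DMSO wells with yeast and 100% = wells holding no yeast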
APJ agonist – agonists of human apelin receptor APJ, primary screen, CHO-K1 cells, PathHunter beta-arrestin, luminescence. AID 2520, 2010. actives 0.11% (n = 330,000). 0% DMSO wells, 100% apelin. activation, % at 20 µM. P35414;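 active means activation more than six SD over the plate average, tested at 20 µM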;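 further: 0% = DMSO alone and 100% = apelin-13 at 10 nM; some results filed as inactive read as strong as hits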
Target sequence (P35414 whole entry, looked up): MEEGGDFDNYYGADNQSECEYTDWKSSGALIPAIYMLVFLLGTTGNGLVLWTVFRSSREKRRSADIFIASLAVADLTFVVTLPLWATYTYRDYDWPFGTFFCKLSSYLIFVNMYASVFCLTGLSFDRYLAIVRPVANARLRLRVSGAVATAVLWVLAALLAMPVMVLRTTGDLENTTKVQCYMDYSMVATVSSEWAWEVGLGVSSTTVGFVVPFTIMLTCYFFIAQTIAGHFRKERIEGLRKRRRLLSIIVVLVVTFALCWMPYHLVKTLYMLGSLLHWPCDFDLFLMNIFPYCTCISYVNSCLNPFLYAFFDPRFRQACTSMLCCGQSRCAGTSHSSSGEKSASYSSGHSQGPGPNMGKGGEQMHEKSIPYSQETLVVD
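Assay system: CHO-K1 cells stably expressing ProLink-tagged human APJ and arrestin–beta-gal acceptor. Compound dosing: 20 µM single point, 1% DMSO. Times: 16-18 h seeding, 90 min dark compound exposure, 60 min detection. Detection: beta-gal luminescence. Evaluation: APJ–arrestin association signal. Controls: negative DMSO alone, positive Apelin-13 at 10 nM.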
TIM10 inh – growth inhibitors of isogenic TIM10 control yeast, primary screen, counter-screen for tim10-1 yeast inhibitor project, luminescence, uHTS | actives 1.4% (n = 330,000) | inhibition, % at 10 µM | S. cerevisiae TIM10 strain growth, BacTiter-Glo luminescence, 24 h | AID 463195, 2010;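 active means inhibition of 40% or more at the single tested concentration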;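 further: wild-type TIM10 isogenic control strain grown at permissive 25 °C; 0% = DMSO yeast wells and 100% = minimal medium wells without yeast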
MPTP inh – mitochondrial permeability transition pore inhibitors, primary screen, biochemical, isolated mouse mitochondria, absorbance. AID 602449, 2012. actives 1.4% (n = 360,000). inhibition, % at 10 µM. Ca2+ swelling absorbance, 30 min;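 active means inhibition of 50% or more, scaled per plate between neutral and stimulator controls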;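 further: 0% = DMSO wells given calcium and 100% = 1 mM EGTA wells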
APJ antag – antagonists of human apelin receptor APJ, primary screen, CHO-K1 cells, beta-arrestin complementation, luminescence. AID 2521, 2010. actives 0.32% (n = 330,000). P35414. inhibition, % at 20 µM;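 active means inhibition above about 40% at 20 µM, limit read from the data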;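 further: cells challenged with 10 nM apelin-13 agonist together with compound; plate controls were apelin-13 plus DMSO wells for no effect and DMSO wells lacking apelin-13 for full effect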
tim23-1 inh – growth inhibitors of tim23-1 mutant yeast, primary screen, luminescence, uHTS; S. cerevisiae tim23-1 growth, BacTiter-Glo luminescence, 24 h; inhibition, % at 20 µM; actives 1.3% (n = 330,000);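 active means growth inhibition of the mutant yeast at or above 50%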;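 further: temperature-sensitive mutant grown at 25 °C; plate controls were DMSO-treated mutant yeast for no effect and medium wells lacking yeast for full effect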
Active calls of the source: *; . = not tested or not shown.

SMILES	GRIN3A LBD mod	NALP3 yeast inh	MIN6 prolif	tim10-1 inh	APJ agonist	TIM10 inh	MPTP inh	APJ antag	tim23-1 inh
CCOc1ccc(S(=O)(=O)N2CCCCC2)cc1NC(=O)Cc1ccccc1	0	12	4	-11	-4	-1	-0.3	-3	5
CCOC(=O)c1cnc(SC2CC(=O)N(c3ccc(OC)c(OC)c3)C2=O)nc1N (stereo not drawn)	-2	5	3	8	-2	12	0.1	-5	10
CC(C)(C)c1ccc(OCC(=O)NNC(=O)C2CCCO2)cc1 (stereo not drawn)	-1	3	-1	3	0	14	-0.2	2	11
Cc1ccc(Cn2c(C(C)Nc3nc(C)cs3)nc3cc(Cl)c(Cl)cc32)cc1 (stereo not drawn)	-8	13	-4	16	-7	17	.	-7	4
O=C(CN1C(=O)/C(=C\c2ccccc2Br)Oc2ccccc21)NCCCN1CCOCC1	-1	20	-7	28	-4	11	-0.3	17	19
Cc1ccc2cccc(SCC(=O)NCc3ccco3)c2n1	-1	24	-1	24	1	-19	3.3	14	6
O=C(Nc1nc2ccccc2[nH]1)c1ccc(Cl)c(S(=O)(=O)N2CCCC2)c1	-6	-1	-2	28	-4	24	-6.1	-12	32
C=CCN1C(=O)c2ccc(C(=O)NCC(c3ccccc3)N(C)C)cc2C1=O (stereo not drawn)	2	-8	0	0	6	10	0.2	16	1
CSCCC(NC(=O)COc1ccccc1)C(=O)NC1CCC(C)CC1 (stereo not drawn)	-1	19	-2	14	-7	5	-0.3	9	6
CC1=NNC(=O)C1CC(=O)N/N=C/c1sccc1C (stereo not drawn)	-2	3	-2	15	-5	-3	0.8	-5	0
Cc1cc(C)n(CCCNC(=O)c2ccc(S(=O)(=O)NCc3ccco3)cc2)n1	0	5	-1	5	0	-7	1.7	11	0
O=C(Nc1sc2c(c1CN1CCOCC1)CCC2)c1ccc(F)cc1	2	12	1	29	-1	12	3.6	-5	26
O=C(N/N=C/c1cn(-c2ccccc2)nc1-c1cc2ccccc2o1)c1cccnc1	9	22	-6	15	6	24	4.8	-18	16
Cc1ccc(C(C)C)c(OCC(=O)NNC(=O)C(C(C)C)N2C(=O)c3ccccc3C2=O)c1 (stereo not drawn)	-6	2	-4	29	-5	25	2.5	18	27
O=C(CNC(=O)c1ccc(Br)o1)Nc1cccc(-c2cnc3ccccc3n2)c1	-5	4	-1	-1	5	5	2.5	-4	-4
CCCNCc1cc(OC)c(OCC(=O)NCCc2ccccc2)cc1Br	-7	-10	-3	9	1	5	16	7	1
Cc1ccc(C(=O)NCC(=O)OCc2nnc(-c3ccccc3)o2)cc1	2	7	4	-21	1	2	0.2	5	-4
O=C(Cc1ccc(-n2cnnn2)cc1)NC12CC3CC(CC(C3)C1)C2	0	20	3	32	-1	13	0.4	-49	32
Cc1ccccc1C(=O)Nn1c(C)ccc1C	.	-3	-4	0	-1	1	.	-29	10
O=c1[nH]nc(Cc2ncc(C(F)(F)F)cc2Cl)c2ccccc12	-6	24	-2	10	0	5	1.1	1	7
COc1ccc(OC)c(N(CC(=O)NC2CCCC2)S(=O)(=O)c2ccc(OC)c(OC)c2)c1	-2	6	0	7	-1	7	2.7	3	10
Cc1cc(/C=N/n2cnnc2)c(C)n1-c1ccc(C(=O)O)cc1	-2	14	2	12	-3	2	-0.8	-6	10
COc1ccc(C(=O)NC(=S)N(Cc2ccccc2)Cc2ccccc2)cc1	-10	22	-6	47*	-3	48*	3.1	9	17
O=C(CN1CCOCC1)N(c1ccccc1)c1ccc2ccccc2c1	4	6	0	25	-2	25	1.0	-11	11
CCOc1ccc(NC(=O)CCSc2nnc(C)s2)cc1	0	4	-2	11	7	5	-2.2	-2	5
COCCNC(=O)c1cc(OC)c(OC)cc1[N+](=O)[O-]	1	0	-2	12	-3	4	0.0	4	-11
COc1ccc(OC)c(S(=O)(=O)CC(=O)c2cc3ccc(OC)cc3oc2=O)c1	-4	10	-1	30	8	9	0.5	6	38
Cc1cc(C)cc(C(=O)NCC(=O)NNC(=O)CSc2ccccc2F)c1	1	5	1	-13	0	0	0.5	15	-4
CCc1nc(SCC(=O)NCc2ccc(F)cc2)c2c(=O)n(C)c(=O)n(C)c2n1	-1	6	8	1	4	-14	-0.7	2	6
O=C(CSc1nncs1)Nc1ccc(N2CCCCC2)cc1	2	11	-6	10	-2	0	-1.3	9	11
O=C(CCCN1C(=O)/C(=C\c2ccccc2)SC1=S)N1CCOCC1	4	11	0	24	2	24	1.6	-1	44
Cn1nnc2sc3c(c2c1=O)CCCC3	-5	-30	0	17	-5	-4	0.1	18	15
CCC(C)n1c(SCC(=O)Nc2ccc3[nH]c(=O)[nH]c3c2)nc2ccccc2c1=O (stereo not drawn)	-4	2	-2	6	0	-10	-0.5	-3	-4
C=CCNC(=S)Nc1cc(Cl)ccc1OC	1	1	0	13	-1	8	1.4	7	6
CC(=O)c1c(C)[nH]c(C(=O)CSc2nnc(-c3ccc(Cl)cc3)n2CC2CCCO2)c1C (stereo not drawn)	0	14	-3	9	0	-5	-1.1	7	11
CC1=CC2=NC(=O)CC(C)(C(=O)N(CC(=O)NC(C)(C)C)C3CCCC3)N2C=C1 (stereo not drawn)	1	-4	-1	4	-2	-5	-3.2	-15	5
CCOCCCNC(=O)C(NC(=O)c1ccc2c(c1)OCO2)c1ccccc1 (stereo not drawn)	-2	16	1	13	-3	-1	0.3	18	-2
Nc1nonc1C(=O)NCCNC(=O)c1ccc(Cl)cc1	1	8	-1	-6	0	-7	0.2	3	-12
O=P(c1ccccc1)(c1ccccc1)c1cc(S(=O)(=O)O)ccc1O	2	17	-3	12	0	-14	-0.2	2	4
Cc1ccc(S(=O)(=O)Oc2ccc(/C=C(/NC(=O)c3ccccc3)C(=O)NC(C)C(=O)O)cc2)cc1 (stereo not drawn)	-2	6	-3	13	-3	13	-0.3	0	5
Cc1nc(NC(=O)CSc2nnnn2Cc2ccccc2)sc1C	2	-1	0	27	-1	23	1.1	-4	7
O=C(Cn1c(C(F)(F)F)nc2ccccc21)N=Nc1c(O)[nH]c2ccc(Br)cc12	10*	-5	-6	10	0	7	21	8	-3
CC(C)(C)c1nnc2sc(SCC(=O)c3ccc4c(c3)OCCO4)nn2c1=O	0	4	-3	11	0	12	0.3	6	14
COc1ccc(-c2ccccc2)cc1NCc1ccc(OC)c(OC)c1	1	9	0	9	-4	9	0.3	-3	13
COC(=O)c1ccccc1C(=O)N1CCCC(CNC(=O)c2ccc(F)cc2)C1 (stereo not drawn)	0	5	-1	13	-5	-3	1.9	6	11

Compound profiles, from the list above. Order of values: GRIN3A LBD mod | NALP3 yeast inh | MIN6 prolif | tim10-1 inh | APJ agonist | TIM10 inh | MPTP inh | APJ antag | tim23-1 inh
Profile of `O=c1[nH]nc(Cc2ncc(C(F)(F)F)cc2Cl)c2ccccc12` : -6 | 24 | -2 | 10 | 0 | 5 | 1.1 | 1 | 7
Profile of `CC(C)(C)c1nnc2sc(SCC(=O)c3ccc4c(c3)OCCO4)nn2c1=O` : 0 | 4 | -3 | 11 | 0 | 12 | 0.3 | 6 | 14
Profile of `Cc1ccc(S(=O)(=O)Oc2ccc(/C=C(/NC(=O)c3ccccc3)C(=O)NC(C)C(=O)O)cc2)cc1` (stereo not drawn) : -2 | 6 | -3 | 13 | -3 | 13 | -0.3 | 0 | 5
Profile of `CC1=NNC(=O)C1CC(=O)N/N=C/c1sccc1C` (stereo not drawn) : -2 | 3 | -2 | 15 | -5 | -3 | 0.8 | -5 | 0
Profile of `CCCNCc1cc(OC)c(OCC(=O)NCCc2ccccc2)cc1Br` : -7 | -10 | -3 | 9 | 1 | 5 | 16 | 7 | 1

The results go on.
SMILES	GRIN3A LBD mod	NALP3 yeast inh	MIN6 prolif	tim10-1 inh	APJ agonist	TIM10 inh	MPTP inh	APJ antag	tim23-1 inh
CC1CCN(Cc2c(C(=O)N/N=C/c3ccc(C(C)C)cc3)nnn2-c2nonc2N)CC1	3	-7	0	-7	0	-3	3.7	-4	13
CCCc1nnc(NC(=O)CN2C(=O)c3ccccc3S2(=O)=O)s1	2	-10	-3	11	5	0	-1.0	-4	4
Cc1nc2ccc(Br)cn2c1C(=O)N/N=C\c1ccc(C(C)C)cc1	-1	11	1	7	-1	-9	-0.4	-12	20
CCOC(=O)N1CCN(c2cc(NCCO)c([N+](=O)[O-])c3nonc23)CC1	1	15	-2	8	-1	15	-3.2	8	16
CC(O)CNCc1ccccc1C(F)(F)F (stereo not drawn)	-2	4	0	10	0	10	-0.3	-3	12
Cc1cccc([C@@H]2[C@@H]3C(=O)N(Cc4ccccc4)C(=O)[C@@H]3[C@]3(Cc4ccc(Cl)cc4)C(=O)N(c4ccccc4)C(=O)N23)c1	-4	-1	-6	-4	0	9	0.4	-1	-2
O=C(CSc1nc2ccccc2o1)N/N=C/c1ccccc1	0	20	1	19	2	12	1.6	4	5
O=C1C2C(c3ccccc3)CC=CC2[C@H](c2ccc3ccccc3c2)N1Cc1ccccc1 (stereo partly drawn)	-2	6	-8	46*	-1	3	0.2	-7	7
O=C(CC(Nc1ccc(F)cc1)C(=O)O)c1ccccc1 (stereo not drawn)	-34	16	-4	14	8	12	0.0	-8	10
COc1ccc(OCC(=O)Nc2cc(NC(=O)c3ccco3)ccc2OC)cc1	-2	6	0	-55	4	1	0.3	6	12
CCS(=O)(=O)n1nc(NCc2cccc(OC)c2)nc1NCc1cccc(OC)c1	-1	18	-1	20	-1	-13	-3.1	-21	24
Cc1c(C(=O)C(=O)N2CCN(Cc3ccc4c(c3)OCO4)CC2)c2ccccc2n1C	1	16	0	21	-2	9	-0.9	8	25
C/C(CC(=O)NCc1ccccc1)=N\NC(=O)c1cnccn1	-2	-2	0	-15	-2	7	0.7	7	4
